# CHT inh – inhibitors of human choline transporter CHT. Q9GZV3. CHT-expressing cells, membrane potential dye, choline response; hits give low values. B-score at 10 µM. 310,000 compounds, 0.86% hits. AID 488975;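 active = B-score over 3 SD under the library average, and starting fluorescence ratio not unusually high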;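 also: choline stimulus applied at its EC90 after an EC20 pre-addition; B-score computed on integrated fluorescence ratio after choline addition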
# Target sequence (Q9GZV3 whole entry, looked up): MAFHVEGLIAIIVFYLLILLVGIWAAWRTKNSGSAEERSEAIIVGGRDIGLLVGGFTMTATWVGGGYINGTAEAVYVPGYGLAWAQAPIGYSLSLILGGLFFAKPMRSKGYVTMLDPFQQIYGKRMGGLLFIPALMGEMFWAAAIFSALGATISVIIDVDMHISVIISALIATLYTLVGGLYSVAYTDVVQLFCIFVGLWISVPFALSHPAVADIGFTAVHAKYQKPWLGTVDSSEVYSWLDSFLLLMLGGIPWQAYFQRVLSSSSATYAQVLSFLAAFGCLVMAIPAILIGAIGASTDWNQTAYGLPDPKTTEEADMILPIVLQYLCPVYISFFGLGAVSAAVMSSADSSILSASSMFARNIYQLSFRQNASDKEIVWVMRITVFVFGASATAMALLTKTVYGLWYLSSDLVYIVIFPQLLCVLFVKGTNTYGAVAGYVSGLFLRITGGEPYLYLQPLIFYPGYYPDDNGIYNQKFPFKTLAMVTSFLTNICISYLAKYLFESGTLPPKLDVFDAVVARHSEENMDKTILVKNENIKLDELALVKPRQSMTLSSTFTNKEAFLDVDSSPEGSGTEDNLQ
# CHT PAM – allosteric activators of human choline transporter CHT; AID 488977; 310,000 compounds, 0.49% hits; B-score at 10 µM; CHT-expressing cells, membrane potential dye, choline EC20; hits give high values; LV-AA mutant CHT in HEK293 cells; Q9GZV3;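 active = initial fluorescence not abnormally high and integrated response B-score, plate-corrected, over 3 SD above library mean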
# Calls only; i = inactive.
# Under each structure: CHT PAM	CHT inh
1. Cc1c(C)c2ccc(OC(C)C(=O)NC3CC(C)(C)NC(C)(C)C3)cc2oc1=O (stereo not given)
    i	i
2. CSc1nc(=O)n2cc(C)ccc2n1
    i	i
3. CCOC(=O)c1ccc(NC(=O)CSc2n[nH]c(-c3ccncc3)n2)cc1
    i	i
4. COc1ccc(C(C)=O)cc1COC(=O)C(CO)NS(=O)(=O)c1ccc(Br)cc1 (stereo not given)
    i	i
5. CCOc1cc(C(=O)NCC2CCCO2)cc(OCC)c1OCC (stereo not given)
    i	i
6. C/C(CC(C)C)=N\Nc1ccc(S(N)(=O)=O)cc1[N+](=O)[O-]
    i	i
7. COc1cccc(OC)c1OCC(O)CN1CCN(c2ccccc2F)CC1 (stereo not given)
    i	i
8. COCCN(C(=S)Nc1ccc(OC)c(Cl)c1)C1CCN(C(C)C)CC1
    i	i
9. CSc1ncc(C(=O)O)c(C)n1
    i	i
10. Fc1ccc(CN2CCC(Cc3ccccc3)CC2)cc1F
    i	i

# Single records, as listed above:
# Profile of COc1cccc(OC)c1OCC(O)CN1CCN(c2ccccc2F)CC1 (stereo not given) : CHT PAM = i; CHT inh = i
# Profile of COc1ccc(C(C)=O)cc1COC(=O)C(CO)NS(=O)(=O)c1ccc(Br)cc1 (stereo not given) : CHT PAM = i; CHT inh = i

# Following part.
# Under each structure: CHT PAM	CHT inh
11. Clc1ccc(Cn2ncc3c(NCc4ccccc4)ncnc32)cc1
    i	i
12. CC1(C)Cc2cccc(OCC(=O)Nc3cccnc3)c2O1
    i	i
13. Clc1cccc(-c2nc3nc4ccccc4nc3n2Cc2ccccc2)c1
    i	i
14. O=C(/C=C/c1cccc([N+](=O)[O-])c1)NCc1ccc2c(c1)OCO2
    i	i
15. CC(C)C(C(=O)Nc1cccnc1)N1C(=O)c2ccccc2C1=O (stereo not given)
    i	i
16. Cc1ccc(C(=O)NC2CCN(CC(=O)Nc3ccccc3Cl)CC2)cc1
    i	i
17. CC(C)Oc1c(N2CCOCC2)c(=O)c1=O
    i	i
18. Cc1cc2nccc(-c3ccc(OCCCF)cc3)n2n1
    i	i
19. Nc1c(N(CCC2=CCCCC2)C(=O)c2ccco2)c(=O)[nH]c(=O)n1Cc1ccccc1
    i	i
20. O=C(NCc1ccccc1)c1c[nH]c2ccccc2c1=O
    i	i
21. Cc1cc(C(=O)Nc2ccccc2[N+](=O)[O-])cs1
    i	i
22. O=S(=O)(c1cccc(Br)c1)N1CCN(c2ccnc3cc(Cl)ccc23)CC1
    i	i
23. CCOn1c(=O)c(-c2ccc(OC)c(OC)c2)[n+]([O-])c2ccccc21
    i	i
24. CCN(CC)S(=O)(=O)c1ccc2c(c1)nc(SC(C)C(=O)NCC1CCCO1)n2CC (stereo not given)
    i	i
25. CCOC(=O)C1CCCN(C(=S)Nc2cc(C)cc(C)c2)C1 (stereo not given)
    i	i
26. O=C(Cc1ccccc1)N1CCC(O)(c2cccnc2)CC1
    i	i
27. O=C(NCC1OCCc2ccccc21)c1ccc(NC(=O)c2ccc(Cl)cc2Cl)cc1 (stereo not given)
    i	i
28. COc1ccc(Cl)cc1-c1n[nH]c(=S)n1C
    i	i
29. COC(=O)c1ccc(S(=O)(=O)N2CCCC2)o1
    i	i
30. COC(=O)C(NC(=O)c1ccco1)(Nc1nc(C)cs1)C(F)(F)F (stereo not given)
    i	i
31. CN(Cc1ccccc1)Cc1nc2c(c(=O)n(C)c(=O)n2C)n1CCc1ccccc1
    i	i
32. CC1(C)Cc2nc(-c3ccccc3)nc(SCC(=O)N3CCOCC3)c2CO1
    i	i
33. O=C(Nc1nccs1)c1cccc(S(=O)(=O)N2CCOCC2)c1
    i	i
34. c1ccc(COc2cccc(CN3CCc4ccccc4C3)c2)cc1
    i	i
35. CCCCNC(=O)c1ccc(/C=C2\Oc3ccccc3N(C)C2=O)cc1
    i	i
36. COC(=O)CNC(c1ccccc1)c1cc(Br)ccc1NC(=O)CCN1CCOCC1 (stereo not given)
    i	i
37. N#CC1(NC(=O)COC(=O)c2ncc(Cl)c(Cl)c2Cl)CCCCC1
    i	i
38. CCOP(=O)(OCC)C(NC(=O)/C=C/c1ccc(OC)cc1)c1ccccc1 (stereo not given)
    i	i
39. Cc1nc2ccccc2nc1OCC(=O)Nc1cc(C(F)(F)F)ccc1N1CCOCC1
    i	i
40. Cc1c(C(=O)N2CCN(c3ccccc3)CC2)sc2ncnc(N3CCC(C)CC3)c12
    i	i
41. CCOc1ccc(N(CC(=O)NCCC2=CCCCC2)S(=O)(=O)c2ccccc2)cc1
    i	i
42. COc1ccc(S(=O)(=O)N2CCC(C(=O)Nc3cccc(C(C)=O)c3)CC2)cc1C
    i	i
43. COc1ccc(-c2csc(N(Cc3ccccc3)C(=O)COc3ccc(Cl)cc3)n2)cc1
    i	i
44. Cc1ccc(C)c(CN2CCSCC2)c1
    i	i
45. CC(=O)N(CCc1ccccc1C)Cc1cc2cc3c(cc2[nH]c1=O)OCO3
    i	i
46. O=S(=O)(Cc1ccc(Cl)cc1)NCc1ccc2c(c1)OCO2
    i	i
47. Cc1cc(C)c(S(=O)(=O)N2CCCCCC2)cc1Br
    i	i
48. O=C(CCl)Nc1cccc(Oc2ccccc2)c1
    i	i
49. CCN1CCN(c2cc(C)c3cc(NC(=O)c4ccc5c(c4)OCO5)ccc3n2)CC1
    i	i
50. O=C(c1ccccc1O)N1N=C(C(F)(F)F)CC1(O)c1ccc([N+](=O)[O-])cc1 (stereo not given)
    i	i
51. O=C(CSc1nc2c(cnn2-c2ccc(F)cc2)c(=O)[nH]1)N1CCOCC1
    i	i
52. O=C(Nc1cc(Cl)ccc1N1CCOCC1)c1cccnc1
    i	i
53. COc1ccc(OC)c2c1sc(=NC(=O)C1COc3ccccc3O1)n2C (stereo not given)
    i	i
54. COc1ccc(NC2=C(C(C)=O)C(c3ccccc3)C(C(C)=O)C(C)(O)C2)cc1 (stereo not given)
    i	i
55. CC(=O)c1sc(NC(C)c2ccccc2)nc1C (stereo not given)
    i	i
56. C/C(CC(=O)Nc1ccccc1C#N)=N\NC(=O)c1ccncc1
    i	i
57. CCN1C(=O)/C(=C/C2=Cc3ccccc3OC2C)SC1=S (stereo not given)
    i	i
58. CCCCn1nnnc1SCC(=O)NNC(=O)c1ccco1
    i	i
59. CC1Sc2ccc(S(=O)(=O)NCc3ccccc3)cc2NC1=O (stereo not given)
    i	i
60. CCOC(=O)CSc1nnc(CCCCCN2C(=O)c3cccc4cccc(c34)C2=O)o1
    i	i

# (cont.)
# Under each structure: CHT PAM	CHT inh
61. CCOC(=O)N1CCN(C(=O)c2sc3nc(-c4ccc(F)cc4)cn3c2C)CC1
    i	i
62. COc1ccc(NC(=S)NCc2cccn2C)cc1
    i	i
63. CCOc1ccccc1C(=O)NCC(=O)OCC(=O)NCCc1ccc(S(N)(=O)=O)cc1
    i	i
64. COC(=O)c1ccc(C(c2c(N)n(CC(C)C)c(=O)[nH]c2=O)N2CCN(c3ccccc3)CC2)cc1 (stereo not given)
    i	i
65. CC1(C)CC2CC(C)(CN2C(=O)c2cccs2)C1 (stereo not given)
    i	i
66. CC(C)OC(=O)C1C(=O)CC(C)(O)C(C(=O)OC(C)C)C1c1cccnc1 (stereo not given)
    i	i
67. CCOC(=O)N/N=C(C)/C=C/c1ccccc1
    i	i
68. Cc1cc(C(=O)NNC2CC(=O)N(c3ccc4ccccc4c3)C2=O)c(C)o1 (stereo not given)
    i	i
69. Cc1nc(NC(=O)CSc2nnc(-c3ccncc3)n2C)sc1C
    i	i
70. COc1ccc2cc(C(=O)N3CCN(c4ccccc4F)CC3)[nH]c2c1
    i	i
71. Cc1cc(=O)[nH]c(SCC(=O)Nc2ccc3c(c2)OCCO3)n1
    i	i
72. COC(=O)c1ccccc1NC(=O)c1cc(C)no1
    i	i
73. O=C(CSc1nc2ccsc2c(=O)n1Cc1ccccc1)NCc1ccco1
    i	i
74. O=S(=O)(c1cc(Cl)ccc1Cl)N1CCN2CCCC2C1 (stereo not given)
    i	i
75. Cc1cccc(NC(=O)CN2C(=O)S/C(=C\C(=O)Nc3ccc(Cl)cc3)C2=O)c1
    i	i
76. Fc1ccc(-c2nnc(NC3=NCCCCC3)o2)cc1
    i	i
77. Cc1cc2c(cc1S(=O)(=O)N1CCCCC1)OCC(=O)N2
    i	i
78. Cc1cccc(N2CCN(C(=O)NC(C)c3ccc(F)c(F)c3)CC2)c1C (stereo not given)
    i	i
79. COc1cccc(C=O)c1OCCCOc1cccc2cccnc12
    i	i
80. O=C(Nc1ccc(Br)cc1)c1cc2ccccn2n1
    i	i
81. COc1cccc(NC(=O)n2ncc3c(C)cccc32)c1
    i	i
82. COc1ccccc1N1CCN(C(=O)CCS(=O)(=O)c2ccc3c(c2)NC(=O)C(C)S3)CC1 (stereo not given)
    i	i
83. CCOC(=O)c1c(NC(=O)C2CC(Cl)=CCC2C(=O)O)sc2c1CCCCC2 (stereo not given)
    i	i
84. COCc1c(Br)c(C)nc(OCC(=O)N/N=C/c2ccco2)c1C#N
    i	i
85. O=C(Nc1ccc(Cl)cc1)c1cncs1
    i	i
86. Cc1cc(OCC(=O)NNC(=S)NC(=O)c2ccc(Br)o2)ccc1Cl
    i	i
87. O=C(Cn1cnc2c(nnn2Cc2ccc(F)cc2)c1=O)NCc1ccc(F)cc1
    i	i
88. COc1ccccc1-c1nc(S(=O)(=O)c2ccc(Cl)cc2)c(N(C)C)o1
    i	i
89. NC(=O)c1ccsc1NC(=O)COC(=O)C1CC2CCCC(C1)C2=O (stereo not given)
    i	i
90. Cc1ccnc(N2CCC(C(=O)NNC(=O)COc3cccc4ccccc34)CC2)n1
    i	i
91. O=C(CCCN1C(=O)/C(=C/c2cccs2)SC1=S)NNC(=O)c1ccc(F)cc1
    i	i
92. COc1cccc(-n2c(SCC(=O)NCCc3ccccc3)nnc2-c2ccoc2C)c1
    i	i
93. CC1CCCN(C(=O)Cc2cccc3ccccc23)C1 (stereo not given)
    i	i
94. Cc1ccc(-c2nc(SC(C)C(=O)c3c(N)n(C)c(=O)n(C)c3=O)n[nH]2)cc1 (stereo not given)
    i	i
95. COc1ccc(NC(=O)Cn2nnc(C(=O)NCc3ccc4c(c3)OCO4)c2N)c(OC)c1
    i	i
96. CCOc1ccc(N(CC)C(=O)COc2cc(=O)n(CC)c3ccccc23)cc1
    i	i
97. CC/C(=N\NC(C)=O)c1ccc(OC(F)F)cc1
    i	i
98. Cc1onc(-c2ccccc2)c1C(=O)Nc1ccc(S(=O)(=O)Nc2nccs2)cc1
    i	i
99. COc1ccccc1-n1c(=O)[nH]c2c(C(N)=O)nc(-c3cccnc3)nc21
    i	i
100. CN(C(=O)c1ccccc1-c1ncc[nH]1)C1CCCN(Cc2ccccc2F)C1 (stereo not given)
    i	i
101. CSc1nnc(C(C)(C)C)c(=O)n1/N=C/c1ccc(Cl)cc1
    i	i
102. Cc1ccc(S(=O)(=O)CC(=O)Nc2ccc(S(=O)(=O)Nc3ccccn3)cc2)cc1
    i	i
103. Cc1noc(C)c1COc1ccc(C(=O)Nc2ccccn2)cc1
    i	i
104. CC(NC(=O)COC(=O)C1CSC2(C)CCC(=O)N12)C12CC3CC(CC(C3)C1)C2 (stereo not given)
    i	i
105. Cc1cc(C)cc(C(=O)NC(CC(N)=O)c2ccc(N3CCCCCC3)c([N+](=O)[O-])c2)c1 (stereo not given)
    i	i
106. CCOC(=O)C1(CC2CC2)CCN(C(=O)c2ocnc2C)CC1
    i	i
107. Cc1ccc(-c2nn(-c3ccc(F)cc3)cc2C(=O)NC2CCC(O)CC2)cc1 (stereo not given)
    i	i
108. Cc1csc(/N=C/N(C)C)c1C#N
    i	i
109. Cc1ccc(Oc2ncccc2CO)cc1
    i	i
110. Cn1c(S(=O)(=O)O)nc2ccccc21
    i	i

# 5 structures out of the list, sorted by molar mass, largest number first.
# Under each structure: CHT PAM	CHT inh
105. Cc1cc(C)cc(C(=O)NC(CC(N)=O)c2ccc(N3CCCCCC3)c([N+](=O)[O-])c2)c1 (stereo not given)
    i	i
104. CC(NC(=O)COC(=O)C1CSC2(C)CCC(=O)N12)C12CC3CC(CC(C3)C1)C2 (stereo not given)
    i	i
107. Cc1ccc(-c2nn(-c3ccc(F)cc3)cc2C(=O)NC2CCC(O)CC2)cc1 (stereo not given)
    i	i
103. Cc1noc(C)c1COc1ccc(C(=O)Nc2ccccn2)cc1
    i	i
108. Cc1csc(/N=C/N(C)C)c1C#N
    i	i

# Back to the main list, repeating the three entries before the break.
# Under each structure: CHT PAM	CHT inh
108. Cc1csc(/N=C/N(C)C)c1C#N
    i	i
109. Cc1ccc(Oc2ncccc2CO)cc1
    i	i
110. Cn1c(S(=O)(=O)O)nc2ccccc21
    i	i
111. CCOC(=O)c1c(NC(=O)COC(=O)CCOc2ccc(C)cc2)sc(C(=O)N(C)C)c1C
    i	i
112. Cc1nc(C(C)NC(=O)CCc2nnc(-c3ccsc3)o2)cs1 (stereo not given)
    i	i
113. CCOC(=O)C(CC)/C(C)=N\NC(=O)c1cccc(C)c1 (stereo not given)
    i	i
114. COc1ccccc1Oc1ccc2c(c1)C(=O)N(c1ccc(Br)c3cccnc13)C2=O
    i	i
115. N#CC1c2ccccc2C=CN1C(=O)c1ccccc1 (stereo not given)
    i	i
116. NS(=O)(=O)Oc1ccccc1
    i	i
117. O=C(COc1ccccc1)Nc1nnc(S(=O)(=O)Nc2ccccc2)s1
    i	i
118. CC1CCCCN1CCNC(=O)c1ccc2c(=O)n(Cc3ccc(Cl)cc3)c(=S)[nH]c2c1 (stereo not given)
    i	i
119. CC(C)C(=O)Nc1ccc2c(c1)nc1n2CCSC1
    i	i
120. CC(C)C(=O)NS(=O)(=O)c1ccc(N)cc1
    i	i
121. O=C1OC(Nc2ccc(Br)cn2)c2ccccc21 (stereo not given)
    i	i
122. CC(=O)N1CCN(C2=NC(=O)/C(=C\c3cccs3)S2)CC1
    i	i
123. Cc1[nH]c(C)c(S(=O)(=O)N2CCN(c3ccccc3F)CC2)c1C(=O)N1CCCCC1
    i	i
124. O=C(NC(NC(=S)Nc1cccc(C(=O)O)c1)C(Cl)(Cl)Cl)OCc1ccccc1 (stereo not given)
    i	i
125. CCCOc1ccc(Oc2cc(C)nc(SC)n2)nn1
    i	i
126. O=C(NCc1ccccn1)C1CC(=O)N(C2CCCC2)C1 (stereo not given)
    i	i
